Source: PubChem
NPYLR7 agonist – agonists of mosquito NPYLR7 receptor, primary screen, cell-based, Aedes aegypti, calcium fluorescence, mosquito biting behavior | actives 0.15% (n = 270,000) | activation, % at 10 µM | HEK293T NPYLR7/Galpha15, GCaMP6s calcium fluorescence | AID 1259423, 2018 | Aedes aegypti neuropeptide Y-like receptor 7 (NPYLR7); in the data active = activation above about 40%;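 note: 0% = vehicle and 100% = reference agonist at the receptor; some compounds past the cut are filed as inactive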
mcGAS inh – cyclic GMP-AMP synthase inhibitors, mouse, primary biochemical chemiluminescence | Q8C6L5 | recombinant cGAS, Kinase-Glo ATP depletion luminescence | inhibition, % at 12.5 µM | actives 0.15% (n = 160,000) | AID 1259399, 2018;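 note: 0% = negative control wells and 100% = reference inhibitor with no enzyme activity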
hcGAS lum – Primary biochemical luminescence assay for human cyclic GMP-AMP synthase inhibitors; inhibition, % at 12.5 µM; recombinant h-cGAS, ATP depletion, Kinase-Glo luminescence; AID 1259398, 2018; Q8N884; actives 0.081% (n = 290,000);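 note: 0% = vehicle reaction and 100% = reaction without DNA for no activity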
Target sequence (Q8N884 whole entry, looked up): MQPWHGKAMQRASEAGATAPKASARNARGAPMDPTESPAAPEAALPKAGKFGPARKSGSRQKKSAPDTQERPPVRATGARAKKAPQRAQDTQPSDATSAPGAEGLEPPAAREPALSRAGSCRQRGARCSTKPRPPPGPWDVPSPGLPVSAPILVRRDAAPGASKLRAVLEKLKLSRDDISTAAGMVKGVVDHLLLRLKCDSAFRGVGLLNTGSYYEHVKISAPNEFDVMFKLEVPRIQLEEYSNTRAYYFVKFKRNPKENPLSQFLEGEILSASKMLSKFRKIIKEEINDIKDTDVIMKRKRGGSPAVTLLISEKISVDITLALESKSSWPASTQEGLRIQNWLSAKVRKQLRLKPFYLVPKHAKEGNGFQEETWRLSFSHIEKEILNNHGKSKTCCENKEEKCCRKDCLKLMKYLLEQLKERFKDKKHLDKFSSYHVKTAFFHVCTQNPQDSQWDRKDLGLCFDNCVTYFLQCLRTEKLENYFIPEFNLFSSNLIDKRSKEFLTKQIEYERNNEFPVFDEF
The depositor's hits bear a star; nt = no result given. Cut-off read from the data, not from the text of the source, unless noted: active = inhibition above about 40%; inactive = the rest.

The opening 17 compounds as a preview:
SMILES	NPYLR7 agonist	mcGAS inh	hcGAS lum
C=CCN1C(=O)/C(=C\c2ccc([N+](=O)[O-])cc2)SC1=S	-3	-3	-8
CCOc1cn(C)c(C(=O)Nc2cc(C)cc(C)c2)cc1=O	6	nt	-9
O=C(CCCn1nc(-c2ccc(F)cc2)ccc1=O)Nc1ccc(F)c(C(F)(F)F)c1	1	-7	-1
CCc1nc2oc3cc(OC)ccc3c(=O)c2c(=O)n1CCc1ccccc1	5	nt	-5
O=C(NCc1ccco1)c1nn(-c2ccc(F)cc2)c(=O)n(Cc2ccccc2F)c1=O	12	-4	-3
COc1ccc(C(=O)Nc2ccc3oc(-c4ccc(F)cc4Cl)nc3c2)cc1[N+](=O)[O-]	1	1	1
CC(Cc1ccccc1Cl)NC(=O)c1cc(C2CC2)[nH]n1 (stereo unspecified)	5	-6	-5
COc1cc(OC)nc(Nc2nc(CN)cs2)n1	-3	-4	-2
O=C(c1ccc(Cl)c(Cl)c1)N1CCC(Cc2ccc3c(c2)OCO3)CC1	7	0	1
Cc1cc(C)n(C)c(=O)c1C(=O)N(C)Cc1cc(-c2ccccc2)n[nH]1	16	nt	4
Cc1ccc(S(=O)(=O)NCCNC(=O)c2nonc2N)cc1	0	0	-4
C=CCn1cc(CNC(C)(C)CN2CCCC2)c(C)n1	17	nt	-2
COc1ccc(CN2CCc3cc(OC)c(OC)cc3C2CNC(=O)c2ccccc2Cl)cc1 (stereo unspecified)	19	-7	-4
Cc1cc(C(=O)N2C[C@@H](N)C[C@H]2C(=O)NC(C)C)ccc1N1CCOCC1	17	nt	1
CC(C)CCCC1CN(C(=O)c2cnc3c(c2)nnn3C)CCO1 (stereo unspecified)	6	-15	-10
COc1cc2c(cc1OC)C(C(C)C)N(C(=O)COc1ccccc1)CC2 (stereo unspecified)	-2	-7	-6
CC(=O)Oc1c(-c2ccc(NC(=O)c3ccccc3Cl)cc2)c(C2CC2)nn1-c1ccc(F)cc1	-4	-3	0

Results, previewed entries included:
SMILES	NPYLR7 agonist	mcGAS inh	hcGAS lum
C=CCN1C(=O)/C(=C\c2ccc([N+](=O)[O-])cc2)SC1=S	-3	-3	-8
CCOc1cn(C)c(C(=O)Nc2cc(C)cc(C)c2)cc1=O	6	nt	-9
O=C(CCCn1nc(-c2ccc(F)cc2)ccc1=O)Nc1ccc(F)c(C(F)(F)F)c1	1	-7	-1
CCc1nc2oc3cc(OC)ccc3c(=O)c2c(=O)n1CCc1ccccc1	5	nt	-5
O=C(NCc1ccco1)c1nn(-c2ccc(F)cc2)c(=O)n(Cc2ccccc2F)c1=O	12	-4	-3
COc1ccc(C(=O)Nc2ccc3oc(-c4ccc(F)cc4Cl)nc3c2)cc1[N+](=O)[O-]	1	1	1
CC(Cc1ccccc1Cl)NC(=O)c1cc(C2CC2)[nH]n1 (stereo unspecified)	5	-6	-5
COc1cc(OC)nc(Nc2nc(CN)cs2)n1	-3	-4	-2
O=C(c1ccc(Cl)c(Cl)c1)N1CCC(Cc2ccc3c(c2)OCO3)CC1	7	0	1
Cc1cc(C)n(C)c(=O)c1C(=O)N(C)Cc1cc(-c2ccccc2)n[nH]1	16	nt	4
Cc1ccc(S(=O)(=O)NCCNC(=O)c2nonc2N)cc1	0	0	-4
C=CCn1cc(CNC(C)(C)CN2CCCC2)c(C)n1	17	nt	-2
COc1ccc(CN2CCc3cc(OC)c(OC)cc3C2CNC(=O)c2ccccc2Cl)cc1 (stereo unspecified)	19	-7	-4
Cc1cc(C(=O)N2C[C@@H](N)C[C@H]2C(=O)NC(C)C)ccc1N1CCOCC1	17	nt	1
CC(C)CCCC1CN(C(=O)c2cnc3c(c2)nnn3C)CCO1 (stereo unspecified)	6	-15	-10
COc1cc2c(cc1OC)C(C(C)C)N(C(=O)COc1ccccc1)CC2 (stereo unspecified)	-2	-7	-6
CC(=O)Oc1c(-c2ccc(NC(=O)c3ccccc3Cl)cc2)c(C2CC2)nn1-c1ccc(F)cc1	-4	-3	0
CCOC(=O)c1ccc(-n2c(C)cc(/C=C3\NC(=S)NC3=O)c2C)cc1	-2	1	-1
COc1cccc(N2C(=O)CC(Sc3ncn[nH]3)C2=O)c1 (stereo unspecified)	0	-5	-4
N#CCc1ccc(NC(=O)COC(=O)c2ccccc2N2CCCC2=O)cc1	-2	nt	3
Cc1cc2nc(CN3CCC4(CC3)c3ccccc3CC4O)cc(=O)n2[nH]1 (stereo unspecified)	2	2	0
O=C(O)CCCN1C(=O)/C(=C/c2ccc(Cl)cc2)SC1=S	-2	38	-3
CCn1nnc2c(Nc3ccc(C)cc3C)ncnc21	6	-7	-3
CC1=[N+](C)c2c(ccc3cccnc23)C1(C)C	-8	-7	-4
COc1ccc(CCNC(=O)NCC(c2ccc3c(c2)CCN3C)N2CCCC2)cc1 (stereo unspecified)	-6	-9	-4
Further results
SMILES	NPYLR7 agonist	mcGAS inh	hcGAS lum
CCC(=O)Nc1ccc(N(C)C)c(CN(Cc2ccccc2)S(=O)(=O)c2ccc(F)cc2)c1	28	-9	-1
Cc1c(Cl)cccc1Nc1ncccc1C(=O)O	-1	nt	-4
COC(=O)c1ccc(COC(CN2CCN(C(=O)Nc3cc(OC)c(OC)c(OC)c3)CC2)c2ccc(Cl)cc2)cc1 (stereo unspecified)	nt	-5	-1
Cc1cc(C(=O)N2CCc3ccccc3C2)nc2cc(-c3ccccc3)nn12	5	-8	-7
Cn1c(-c2cccs2)nn(CCNC(=O)c2ccccc2C(F)(F)F)c1=O	3	nt	5
Nc1nnc(SCCS(=O)c2cc(Cl)ccc2Cl)s1 (stereo unspecified)	1	nt	-7
O=C(NCC(=O)N1CCC(Cc2ccccc2)CC1)Nc1cn[nH]c1	13	nt	-6
CC(C)c1nc(NC(=O)c2cc(=O)[nH]c3cc(F)ccc23)n[nH]1	2	nt	5
O=C(CSc1cc(N2CCCC2)ncn1)NCc1cccs1	3	nt	-4
COCc1[nH]n2c(=O)cc(C)nc2c1-c1ccc(OC)cc1	-16	nt	-6
CN(Cc1cc(-c2ccccc2)on1)Cc1cc2n(n1)CCNC2	10	nt	-2
O=C(CC12CC3CC(CC(O)(C3)C1)C2)NCc1coc(-c2cccs2)n1	6	nt	-7
COc1ccc2c(c1OC)C(=O)OC2Nc1nc2ccc(C)cc2s1 (stereo unspecified)	3	nt	-7
Cc1cc(-c2nnn(CC(=O)NC3CCC(C)CC3)n2)ccc1F (stereo unspecified)	2	nt	-2
Fc1cccc(F)c1CN1CCCn2cccc2C1c1cccc(Cl)c1 (stereo unspecified)	6	-5	-7
Cc1ccc2nc(COCC(=O)N3CCC(N4CCCC4=O)CC3)[nH]c2c1	5	nt	-8
CCN(CC)S(=O)(=O)c1cc(C(=O)Nc2ccccc2C)ccc1C	-6	nt	-4
Cc1c(Cl)cccc1N1CCN(C(=O)c2ccc(Br)cc2)C(C)C1=O (stereo unspecified)	-3	-5	-2
Cc1onc(-c2ccccc2)c1C(=O)Nc1ccc(S(N)(=O)=O)cc1	2	-4	-9
CC(=O)c1sc2nc(CSc3nnnn3C3CC3)[nH]c(=O)c2c1C	-4	nt	1
Cc1nc(C(F)(F)F)ccc1C(=O)N1CCC1(C)C(=O)NS(=O)(=O)c1ccc(C#N)cc1 (stereo unspecified)	0	nt	-9
Cc1ccc(C)c(OCCCC(C)(C)C(=O)NCc2ccc(NC(=O)NC(C)C)cc2)c1	-9	-5	-2
CC1(C)CC(=O)C=C(NC2CCS(=O)(=O)C2)C1 (stereo unspecified)	-4	nt	2
CCc1nc(CNC(C)(C)c2ccc(F)cc2Cl)no1	3	nt	-7
CN(Cc1cc(C#CCO)cs1)C1CC(C)(C)NC(C)(C)C1	-4	nt	-2
Next part
SMILES	NPYLR7 agonist	mcGAS inh	hcGAS lum
Cc1ccccc1C(=O)NCc1ccn(-c2ccccc2F)n1	11	nt	-3
CC(C)(CNc1ccc([N+](=O)[O-])cc1Cl)CNS(=O)(=O)c1ccc2ccccc2c1	0	-3	-5
CN(C)CCCNc1c2c(c(C#N)c3nc4ccccc4n13)CCCC2	1	nt	-3
CCC(C)N(Cc1ccc(OC)c(OS(=O)(=O)c2cccc(C(F)(F)F)c2)c1)C(=O)c1cc(OC)cc(OC)c1 (stereo unspecified)	-2	-1	1
C#CCCCCCCCCCCCc1ccco1	-5	-2	5
CCN(CC)S(=O)(=O)c1ccc(Nc2ccccc2OC)c(N)c1	0	nt	-5
COc1ccccc1CNc1nc2cc(-c3ccccc3C)sc2c(=O)n1C	-1	nt	2
COc1cc(C(O)c2nc(-c3cnc4ccccc4c3)cs2)ccc1F (stereo unspecified)	6	nt	-10
CSc1cccc(NC(=O)C2CCN(c3cc(Nc4ccccc4)nc(N)n3)CC2)c1	4	nt	-4
O[C@@H]1C[C@H]2CN(Cc3ccc(-c4ccccc4Cl)o3)C[C@H]2C[C@@H]1O	7	-14	-5
C#Cc1cccc(N(Cc2ccco2)S(=O)(=O)CC2CCCO2)c1 (stereo unspecified)	8	nt	-5
CCOCCCNc1nc(Nc2ccc(OCC)cc2)c2cnn(-c3ccccc3)c2n1	0	-9	-6
O=C(Nc1cccc(F)c1)NC1CCc2[nH]c3ccccc3c2C1 (stereo unspecified)	-7	-8	-4
COc1cc(OC)cc(C(=O)N2CCN(Cc3cc(=O)c(OCc4ccc(C(F)(F)F)cc4)co3)CC2)c1	1	-9	-10
COc1cccc(CCNC(=O)c2cccnc2NC(C)C)c1	-2	-1	1
O=C(NCc1ccc(OC2CCCCC2)cc1)N1CCC(N2CCCC2=O)CC1	10	nt	-7
Cc1cccnc1CNC(=O)c1ccccc1Br	7	nt	-13
CN(C)c1ccc(N=CC=C2N(C)c3ccccc3C2(C)C)cc1	29	nt	-18
Cn1nnc(-c2ccc(C(=O)N3CCN4CCNC(=O)C4C3)cc2)n1 (stereo unspecified)	3	nt	0
O=P1(Nc2cc(C(F)(F)F)ccc2Cl)C=C(c2ccccc2)OC(c2ccccc2)=C1	52*	-7	2
CCC(=O)N1N=C(c2cccc(NS(=O)(=O)c3ccccc3)c2)CC1c1cccs1 (stereo unspecified)	3	-2	5
CCc1nc2ccc(C(=O)NCc3ccc(N(C)C)cc3)cn2c1N(CC)CC(=O)N(C)C	20	-3	-6
O=C(Nc1cccc(Cl)c1N1CCOCC1)N1CCNC(C(F)(F)F)CC1 (stereo unspecified)	-1	nt	-4
CC(C)c1nccc(CN(C)Cc2cnn(-c3ccccc3)c2)n1	-2	nt	-8
CN1CC2(CCN(C(=O)c3ccc[nH]3)C2)OC1=O (stereo unspecified)	3	nt	-6
Next part:
SMILES	NPYLR7 agonist	mcGAS inh	hcGAS lum
Cn1cc(C(=O)N2CCCCCCNC(=O)[C@@H]3CCC[C@@H]32)cn1	nt	-6	-10
N#CCOC(=O)c1csc(-c2ccc(F)cc2)n1	-5	nt	4
CCCC(Sc1nnc(-c2ccco2)n1-c1ccccc1C)C(=O)OCC (stereo unspecified)	nt	-5	-4
COC(=O)c1cccc(-c2nccn2CCc2cccc(F)c2)n1	-9	nt	-7
CCc1nc2ccc(C(=O)N3CCN(C(=O)c4ccco4)CC3)cn2c1N(C)Cc1ccc(NC(C)=O)cc1	-3	-3	-3
O=C(CCl)N1CCCN(C(=O)CN2CCc3sccc3C2c2ccccc2)CC1 (stereo unspecified)	-13	-2	-4
C=c1onc(-c2ccccc2)c1=c1[nH]/c(=C\c2cc(OC)c(OC)cc2OC)c(=O)o1	51	-5	-4
CCCCc1ccc(NC(=O)CSCc2cc(=O)[nH][nH]2)cc1	-5	nt	-4
CC(C)c1ccc(OCC2c3ccsc3CCN2C(=O)CN(C(=O)c2cccs2)C(C)C)cc1 (stereo unspecified)	-3	-4	-3
Cc1nc(C2CCCCO2)n(C2CCCCC2)n1 (stereo unspecified)	nt	-5	-10
O=C(COc1ccccc1)NCCSc1ncc(-c2ccccc2)[nH]1	6	8	3
COc1ccc(NC(=O)c2csc(COC(=O)c3ccccc3)n2)cc1	12	-1	-1
c1cc2c(cc1CNc1ccc(N3CCCC3)cc1)OCO2	6	nt	-10
Cc1cccc(OCCNC(=O)NC2CCCc3occc32)c1 (stereo unspecified)	6	nt	-4
CCC1CCCN(S(=O)(=O)c2cnc(C(C)C)[nH]2)C1 (stereo unspecified)	8	-6	-3
O=C(CBr)c1nc2ccccc2s1	21	-5	-5
CCc1cc(N2CCN(C(C)=O)CC2)nc(SCc2ccc(C(=O)O)o2)n1	12	-5	-4
O=C(c1ccco1)N(CCN1CCOCC1)CC(=O)N1CCc2sccc2C1COc1ccc(F)cc1 (stereo unspecified)	2	-4	1
Cn1nc(C(=O)Nc2ncc(F)cc2I)ccc1=O	2	nt	-7
COc1ccc(OCCN2CCC(C(=O)NC(c3ccc4c(c3)OCO4)c3ccccn3)CC2)cc1 (stereo unspecified)	2	-2	-4
CCOC(=O)CN(CC(=O)N(CCc1ccccc1)Cc1ccc(C)o1)CC1CC1	-8	1	0
Cc1cc2c(=O)[nH]cnc2s1	4	-3	-3
COc1ccc(OCCNC(=O)C2(C)CCN2Cc2ccccc2OC(F)F)cc1 (stereo unspecified)	6	nt	-6
CCC(Sc1n[nH]c(-c2cc(F)cc(F)c2)n1)C(N)=O (stereo unspecified)	4	nt	-7
O=C1CCC(C(=O)N2CCCCCCC2)CN1CCN1CCOCC1 (stereo unspecified)	1	-3	-4
